CCT chaperon mod: changes cytosolic chaperonin activity. purified chaperonin ATPase assay, HTRF ADP detection, 30 min. activity change, % (concentration not given with the values), hits read low. 360,000 compounds, 0.3% hits; in the data active = activity change below about -30%; note: % is set by controls: 0 for no effect and ±100 for the full control effect
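First, chaperonin was dispensed at 40 nM or 20 nM final depending on batch activity. Next, compounds were pinned at 76 uM and ATP added at 10 uM. After 30 min at 37 °C, ADP detection reagents ran 30 min at ambient temperature.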
WRN helicase inh: WRN helicase (human) inhibition; Q14191; WRN helicase unwinding, fluorescent forked duplex, kinetic; Potency, µM (series often up to 114 µM), inactives show at the top dose activity change, negative = inhibition, most hits filed as inhibitors; 360,000 compounds, 0.46% hits; AID 651768; note: potency is the fitted concentration of half-maximal effect; % is set by controls: 0 for no effect and ±100 for the full control effect; nearly all actives have a fitted effect of over 55% in size
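Primary qHTS, 1536-well format. 20 nM WRN + compound, 15 min RT; start with 100 nM forked fluorophore/quencher duplex, 2 mM ATP (final); kinetic read ex 525/em 598 nm.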
PI5P4Ka inh: inhibitors of human PI5P4K alpha; AID 652105; PI5P4Kalpha enzyme, ADP-Glo luminescence, 60 min; stronger effect = lower value; max response, %; 330,000 compounds, 1.2% hits; P48426; active = max response of -50% or lower; inconclusive = between -30% and -50%; inactive = -30% or higher; note: value at the top dose of about 77 µM; % is set by controls: 0 for no effect and ±100 for the full control effect
Target sequence (P48426 whole entry, looked up): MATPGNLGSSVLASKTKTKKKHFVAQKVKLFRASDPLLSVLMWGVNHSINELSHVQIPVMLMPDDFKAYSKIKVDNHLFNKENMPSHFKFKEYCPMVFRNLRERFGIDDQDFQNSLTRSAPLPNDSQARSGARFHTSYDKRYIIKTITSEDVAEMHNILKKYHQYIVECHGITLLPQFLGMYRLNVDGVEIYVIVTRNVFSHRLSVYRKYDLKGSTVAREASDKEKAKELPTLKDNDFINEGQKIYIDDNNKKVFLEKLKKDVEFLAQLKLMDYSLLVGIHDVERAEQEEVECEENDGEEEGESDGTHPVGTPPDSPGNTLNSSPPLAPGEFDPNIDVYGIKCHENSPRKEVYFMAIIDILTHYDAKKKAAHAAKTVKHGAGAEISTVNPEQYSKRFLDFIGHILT
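qHTS, 1536-well: enzyme/substrate mix, compound by pin tool, 5 microM ATP final; RT 60 min; ADP-Glo reagents 1 (45 min) then 2 (30 min); luminescence.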
EPAC1 agonist: EPAC1 (human) agonism | O95398 | EPAC1 agonist qHTS, biochemical assay; response scale: 100% = response to 6.5 mM cAMP | Potency, µM (series often up to 154 µM), inactives show top-dose activation, actives largely listed as activators | 360,000 compounds, 0.073% hits | AID 720707; note: potency is the fitted concentration of half-maximal effect; nearly all actives have a fitted effect of over 60% in size
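Read-out is the fluorescence drop as BODIPY-GDP leaves Rap1B (480 nm excitation, 540 nm emission), recorded every 5 minutes over 30 minutes. Reactions held 100 nM EPAC1, 250 nM Rap1B–BODIPY-GDP and 50 uM GDP, with 6.5 mM cAMP setting full activation.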
PLK1 PBD inh: inhibitors of human PLK1 polo-box domain binding. P53350. Plk1 PBD binding of FITC phosphopeptide, fluorescence polarization. Potency, µM, for the others: max response, negative = inhibition, actives largely listed as inhibitors. 360,000 compounds, 2.8% hits; note: potency is the fitted concentration of half-maximal effect; series mostly up to about 57 µM; % is set by controls: 0 for no effect and ±100 for the full control effect; nearly all actives have a fitted effect of over 65% in size
Target sequence (P53350 whole entry, looked up, the tested form may be a part): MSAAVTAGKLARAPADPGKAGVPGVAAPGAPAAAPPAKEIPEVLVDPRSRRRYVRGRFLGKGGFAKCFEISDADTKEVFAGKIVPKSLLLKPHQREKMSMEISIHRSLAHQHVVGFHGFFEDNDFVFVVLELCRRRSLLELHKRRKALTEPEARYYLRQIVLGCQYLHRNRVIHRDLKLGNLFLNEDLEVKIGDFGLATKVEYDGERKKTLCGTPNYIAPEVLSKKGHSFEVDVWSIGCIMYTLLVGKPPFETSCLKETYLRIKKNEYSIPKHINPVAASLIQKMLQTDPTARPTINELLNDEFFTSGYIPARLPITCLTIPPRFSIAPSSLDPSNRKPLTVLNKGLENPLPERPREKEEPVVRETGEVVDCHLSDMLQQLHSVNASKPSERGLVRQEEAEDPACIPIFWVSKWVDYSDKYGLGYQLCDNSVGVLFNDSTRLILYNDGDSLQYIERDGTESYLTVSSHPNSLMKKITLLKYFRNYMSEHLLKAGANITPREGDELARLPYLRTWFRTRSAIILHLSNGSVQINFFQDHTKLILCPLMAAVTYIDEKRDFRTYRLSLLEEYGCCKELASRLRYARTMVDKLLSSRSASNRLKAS
EPAC1 antagonist: antagonists of human EPAC1. EPAC1 GEF assay, Rap1b-BODIPY-GDP exchange fluorescence. O95398. 360,000 compounds, 0.14% hits. Potency, µM (top dose mostly 115 µM), for inactives: at the highest dose activity change, negative = inhibition, actives largely listed as inhibitors;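 note: potency is the fitted concentration of half-maximal effect; plate controls were vehicle for no effect and positive control for full effect; nearly all actives have a fitted effect of over 50% in size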
Mm-Cpn inhibitor: inhibitors of Methanococcus maripaludis chaperonin (MmCpn); purified Mm-Cpn ATPase, ADP Transcreener TR-FRET; Potency, µM (highest dose often 76.9 µM), inactives show at the highest dose activity, negative = inhibition, usual class: inhibitors; 330,000 compounds, 0.031% hits; note: potency is the fitted concentration of half-maximal effect; % is set by controls: 0 for no effect and ±100 for the full control effect; nearly all actives have a fitted effect of over 80% in size
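Compound-treated chaperonin, 25 nM final, turns over 10 uM ATP at 37°C for 30 min following a 10 min preincubation; ADP generated competes with ADP-d2 for Eu-cryptate antibody, lowering FRET.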
EPAC2 antagonist: EPAC2 (human) antagonism | Q8WZA2 | EPAC2 GEF exchange of Rap1B-BODIPY-GDP, fluorescence | Potency, µM (doses to about 114 µM), inactives show at the highest dose activity, negative = inhibition, hits mostly inhibitors | 360,000 compounds, 0.18% hits | AID 720708; note: potency is the fitted concentration of half-maximal effect; % is set by controls: 0 for no effect and ±100 for the full control effect; nearly all actives have a fitted effect of over 45% in size; many of its hits are not listed in these tables
* hit, by the source's call; ? = inconclusive; nt = not tested or not shown; & = joins results of further samples; [ ] = remark or other dose. Unless noted, calls come from the whole dose curve; as a rule, active = well fitted curve in the direction sought with a large enough effect; inconclusive = small, poorly fitted or top-dose-only effect, or another doubt; inactive = no such curve, though single readings can be large; an effect the other way counts as inactive or inconclusive. Some of the compounds tested (hit frequency here may not be typical).

SMILES	CCT chaperon mod	WRN helicase inh	PI5P4Ka inh	EPAC1 agonist	PLK1 PBD inh	EPAC1 antagonist	Mm-Cpn inhibitor	EPAC2 antagonist
O=C(CSc1ccccc1)NCCCc1ccccc1	-1.3	1%[57.1 µM]	5	8%	-4%	-17%	-7%	-11%
Cc1cc(C(=O)NCC(=O)Nc2c(C)cccc2C)c2ccccc2n1	-21	0%	-2	4%	-16%	-8%	0%	1%
Cc1ccc(C)c(-n2nnnc2SCC(=O)c2ccc3c(c2)NC(=O)CO3)c1	-1.9	-13%	-16	-5%	-6%	-15%	-22%	0%
CC(C)CC(NC(=O)OC(C)(C)C)C(=O)O (stereo not given)	1.6	-3%	6	6%	-3%	-5%	-1%	-2%
Cc1ccc(CSc2nnc(CC(=O)Nc3ccc(C)cc3)n2C)cc1	-2.3	-2%	nt	0%	0%	9%	1%	5%
CSCC[C@H](NC(=O)OC(C)(C)C)C(=O)N/N=C/c1cccc2nccnc12	1.0	-8%	21	9%	0%	3%	-6%	-5%
C=CCNC(=S)Nc1ccc2cn[nH]c2c1	-2.6	-7%	-5	13%	-17%	-19%	0%	3%
COc1cnc(N(C)C)nc1Sc1ccc(Cl)cc1	-2.4	-6%	13	5%	-8%	-7%	-3%	-10%
O=C(NC1CCCCCC1)C1CCN(S(=O)(=O)N2CCC3(CC2)OCCO3)CC1	-2.2	-2%	nt	-5%	3%&0%	16%	-1%	5%
Cc1cccc(S(=O)(=O)NC(=O)C2(C)CCN2C(=O)c2cccc(F)c2)c1 (stereo not given)	-1.7	0%	1	-3%	-10%	-14%	nt	-3%
C(=NNc1nnn(Cc2ccccc2)n1)c1ccccc1	0.2	13%	-2	10%	-2%	-4%	nt	0%
CCOC(=O)/C(C#N)=C/C1=C(N2CCOCC2)C(C)(C)OCC1	-4.3	-31%	0	7%	-11%	4%	1%	-2%
O=C(Cc1ccc(F)cc1)Nc1ccccc1N1CCCC1	1.1	6%	-2	0%	5%	12%	0%	-25%
COC(=O)CCCCCNc1ccc(C(=O)OC)cc1N	-5.1	-20%	5	10%	-4%	1%	1%	0%
CCCNC(=O)CCc1c(C)nc2c(c(C)nn2-c2ccccc2)c1C	0.4	-4%	1	13%	3%	13%	0%	9%
CN1C2CCC1CC(N(CCc1ccccc1)C(=O)c1ccc(Cl)cc1)C2 (stereo not given)	1.5	-7%	-2	10%	-1%	5%	0%	1%
COc1ccccc1C(=O)NC(CCSC)C(=O)N1CCN(C(C)=O)CC1 (stereo not given)	-7.4	2%	-3	2%	0%	5%	-2%	-8%
COc1ccc(Br)cc1-c1nc2c(c(=O)[nH]c(=O)n2Cc2ccccc2)n1C	-0.1	3%	-1	9%	2%	-2%	-2%	-2%
COC(=O)c1c(C)nc2nonc2c1N	-2.8	3%	-1	-2%	3%	6%	2%	-1%
O=C(CO/N=C/c1ccc(OC(F)F)cc1)NC1CCCC1	-6.0	-5%	4	-5%	-12%	-13%	1%	-14%

Compounds listed so far that have an aryl methoxy group:
SMILES	CCT chaperon mod	WRN helicase inh	PI5P4Ka inh	EPAC1 agonist	PLK1 PBD inh	EPAC1 antagonist	Mm-Cpn inhibitor	EPAC2 antagonist
COc1cnc(N(C)C)nc1Sc1ccc(Cl)cc1	-2.4	-6%	13	5%	-8%	-7%	-3%	-10%
COc1ccccc1C(=O)NC(CCSC)C(=O)N1CCN(C(C)=O)CC1 (stereo not given)	-7.4	2%	-3	2%	0%	5%	-2%	-8%
COc1ccc(Br)cc1-c1nc2c(c(=O)[nH]c(=O)n2Cc2ccccc2)n1C	-0.1	3%	-1	9%	2%	-2%	-2%	-2%

Remaining list, next part
SMILES	CCT chaperon mod	WRN helicase inh	PI5P4Ka inh	EPAC1 agonist	PLK1 PBD inh	EPAC1 antagonist	Mm-Cpn inhibitor	EPAC2 antagonist
CC1C=CCC2C(=O)N(c3cccc(C(=O)Nc4ccc(F)cc4)c3)C(=O)C12 (stereo not given)	0.9	-20%	6	3%	-2%	4%	-1%	14%
CC(C)(C)c1ccc(C(=O)N/C(N)=N/c2nc3ccccc3o2)cc1	0.5	-8%	11	1%	-2%	8%	0%	-1%
CCc1nc2ccccc2c(C(=O)OCc2nc3ccccc3c(=O)[nH]2)c1C	-1.0	7%	0	-7%	3%	-10%	-8%	-15%
COc1cccc(NC(=O)c2c(C)nn(-c3ccccc3)c2Cl)c1	-0.5	-5%	-7	-6%	-4%	-17%	-1%	0%
CN1CCN(C(=O)C2=C[C@H](C(C)(C)C)C[C@H](OCCCCO)O2)CC1	-3.5	9%	0	8%	3%	-17%	nt	13%
Cc1cc(OC(C)C(=O)NCC(O)c2ccccc2)c2c(C)c(C)c(=O)oc2c1 (stereo not given)	0.2	7%	1	-7%	-8%	14%	0%	-1%
O=C(/C=C/c1ccccc1Cl)NCc1cccs1	-0.5	11%	-2	-1%	-8%	-17%	2%	6%
COc1ccc(CNC(=O)C2CCN(S(=O)(=O)N3CCC(C)CC3)CC2)c(OC)c1	0.2	0%	0	2%	-1%	4%	nt	13%
COc1ccc(Cc2nnc(N)s2)cc1OC	-1.3	3%	nt	-1%	?	5%	0%	8%
Cc1csc(-c2cnn(-c3ccccc3)c2NC(=O)c2cccc(F)c2)n1	-2.3	-7%	6	-6%	-15%	-5%	-2%	-20%[57.1 µM]
Cc1ccc(NC(=O)N2CCCC(c3nc(-c4ccc(F)cc4)no3)C2)cc1 (stereo not given)	-1.4	-3%	3	5%	3%	10%	-1%	-4%
COc1ccc(CNC(=O)c2cc(C3CC3)nc3c2cnn3C(C)C)cc1	0.2	-4%	1	8%	10%	-1%	-1%	-20%
COc1ccc(N2CCN(C(=O)c3cc4c(-c5ccc(Cl)cc5)nn(C)c4s3)CC2)cc1	-0.5	1%	-1	-5%	-16%	-21%	0%	-6%
O=C(CCc1nnc(-c2ccccc2)o1)NC1CCCCC1	-1.1	-1%	-2	-11%	1%	11%	1%	0%
CCCC/C(C)=N/NC(=O)C(=O)NCCc1ccccc1	-6.7	-1%	-1	-1%	-8%	4%	2%	-4%
O=C(Cc1cccc([N+](=O)[O-])c1)Nc1cccc(C(=O)N2CCOCC2)c1	-1.6	5%	3	-4%	3%	-8%	1%	11%
N#Cc1ccsc1NC(=O)CCN1C(=O)C2CCCCC2C1=O (stereo not given)	-1.6	-1%	-3	9%	-5%	2%	1%	-6%
COc1cc(C)ccc1OCc1cc(C(=O)N(C)CCCN2CCOCC2)no1	-3.0	-2%	1	3%	-20%	19%	1%	4%
COc1ccc(CCNC(=O)COc2ccc(N(C)S(=O)(=O)c3ccc(Cl)cc3)cc2)cc1	-1.9	4%	10	4%	-8%	1%	2%	0%
CCN1CCN(CC(=O)Nc2ccc3c(c2)OCO3)C(=O)C1=O	1.0	1%	7	-8%	-5%	10%	-3%	-7%
Cc1ccccc1C(=O)Nc1c(C(=O)N2CCCC2)cnn1-c1ccccc1	3.7	-2%	nt	4%	-10%	10%	-8%	2%
COc1ccc(Oc2coc3cc(OC(=O)/C=C/c4ccc(F)cc4)ccc3c2=O)cc1	1.7	11%	1	-6%	-7%	20%	-4%	15%
Cc1ccc(-n2[nH]c(C)c(/C=N/NC(=O)c3ccc(O)cc3O)c2=O)cc1	-3.7	-10%	?	-3%	-19%	14%	-2%	0%
C=C(C)CSc1nnc(-c2cccc(Cl)c2)n1N	-2.1	0%	nt	0%	-4%	-18%	0%	3%
CCCCn1nnnc1SCC(=O)NCc1ccco1	0.5	7%	-8	-10%	?	-1%	nt	-12%
COc1ccc(C(=O)N2CCCC(CCC(=O)NCc3ccccc3F)C2)c(OC)n1 (stereo not given)	-0.1	6%	4	-2%	-6%	-6%	-2%	1%
CC(C)CC(=O)Nc1ccc(N2CCN(C(=O)c3cccs3)CC2)cc1	2.8	-25%	-7	-6%	-4%	-8%	-3%	4%
O=C(Nc1ccc(F)cc1)c1cc(S(=O)(=O)N2CCCCC2)ccc1F	-0.1	-3%	-7	-3%	-6%	-9%	0%	-12%
O=C(NNC(=O)C1CCN(Cc2ccccc2)CC1)c1cccs1	1.1	-8%	2	5%	4%	0%	-3%	-5%
COc1cccc(OCCNS(=O)(=O)c2cccc([N+](=O)[O-])c2)c1	-0.6	-3%	5	-8%	4%	-12%	3%	-2%
CCc1cc(=O)oc2c(C)c(OCC(=O)N3CCC[C@@H]3C(=O)O)ccc12	1.5	-1%	-1	-15%	4%	10%	0%	3%
Cc1ccc(S(=O)(=O)CCC(=O)OCC(=O)NC(=O)c2ccccc2)cc1	-1.6	-1%	-3	3%	-3%	5%	-3%	4%
Cc1ccc(NC(=O)Nc2sc(=S)n(C)c2C)cc1	-0.7	-16%	1	1%	?	3%	1%	2%
CS(=O)(=O)N1CCN(c2ccc([N+](=O)[O-])c(NCc3ccccc3)c2)CC1	-4.4	6%	0	-2%	-6%	-6%	1%	-4%
COC(=O)c1cc2occc2n1Cc1cccc(C)c1	-2.2	-15%	4	4%	-14%	-10%	0%	?
COC(=O)Nc1c(-c2ccccc2)nc2ccccn12	0.8	-3%	nt	8%	1%	-16%	-3%	0%
CC(NC(=O)Nc1ccccn1)N1C(=O)C2C3C=CC(C3)C2C1=O (stereo not given)	-4.2	-1%	-9	2%	-1%	4%	2%	-1%
CCc1ccc(NC(=O)CN(C(=O)N2CCN(CC)CC2)S(=O)(=O)c2ccc(C)cc2)cc1	-3.0	-4%	-5	5%	-2%	11%	-1%	-2%
CCC(=O)N1Cc2cc(C(=O)NCCOC)nc(-c3cccc(-c4ccc(C#N)cc4)c3)c2[C@H]1CCO	-4.4	-1%	7	-1%	-7%	4%	nt	2%
COc1cccc(NC(=O)c2ccc3snnc3c2)c1	-0.7	-9%	1	5%	-1%	12%	1%	2%
O=C(NCc1cccc(Cl)c1)c1cccc(OC2CCN(C(=O)C3CC3)CC2)c1	-0.6	-10%	-6	21%	-3%	-20%	0%	13%
OCC(CO)(CO)n1cnnn1	-1.9	1%	4	0%	-25%	-10%	0%	-2%
Cc1ccc(S(=O)(=O)N2CCC(=O)N([C@H](COCc3ccc(C(F)(F)F)cc3)C(C)C)CC2)cc1	nt	-9%[57.1 µM]	5	-28%	nt	-19%	nt	-20%
Cc1ccc(-n2c(Cc3noc4ccccc34)n[nH]c2=S)cc1	-1.2	-3%	-3	2%	-15%	3%	1%	-1%

Source: PubChem BioAssay
